IL-2 act: IL-2 activation. 360,000 tested, 0.065% active. AID 652025. activation, % (series mostly up to about 46 µM). IL-2 activation reporter assay, cell-based qHTS; stimulated with anti-CD3/CD4/CD28 beads; in transgenic mouse T cells; in the data active = activation above about 50%; inconclusive = mostly about 30% to 49%; also: 0% is about no effect
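Readout is EGFP and DsRed signal by fluorescent plate cytometry after 18 h at 37 degrees C. Transgenic mouse T cells (750/well) received compound for 60 min before bead stimulation (anti-CD3, anti-CD4, anti-CD28); memory T cells served as non-tolerant control.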
GLP1R cytotox: cytotoxicity counter-screen for GLP-1 receptor inverse agonists | AID 624418 | Potency, µM (doses to about 38.3 µM), inactives show at the top dose activity change, negative = inhibition, hits mostly inhibitors | HEK293 cAMP-luciferase reporter cells, luminescence, 24 h | 410,000 tested, 0.13% active;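 also: loss of luciferase light is scored as toxicity; potency is read from the fitted curve at half-maximal effect; % is scaled to controls: 0 for no effect and ±100 for the full control effect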
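To flag toxic compounds, the library was rerun on cells for 24 hr at 37 deg C and 5% CO2. Viability-linked luminescence was captured 12 min after adding luciferase detection reagent.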
EPAC1 antagonist: EPAC1 (human) antagonism. O95398. 360,000 tested, 0.14% active. Potency, µM (top dose mostly 115 µM), without a hit: top-dose activity change, negative = inhibition, hits mostly inhibitors. EPAC1 GEF assay, Rap1b-BODIPY-GDP exchange fluorescence;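 also: potency is read from the fitted curve at half-maximal effect; plate controls were vehicle for no effect and positive control for full effect; nearly all actives have a fitted effect of over 50% in size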
GLP-1R agonist: activates the human GLP-1 receptor. HEK293 GLP-1R CRE-luciferase, luminescence, 4-6 h; cells express a hypersensitive GLP-1R form. Potency, µM (top dose mostly 45.6 µM), without a hit: top-dose activation, actives largely listed as activators. 380,000 tested, 0.007% active; also: potency is read from the fitted curve at half-maximal effect; % of control where 0% means no effect
GLP1R inv ag: acts as inverse agonist at human GLP-1 receptor | P43220 | HEK293 GLP-1R CRE-luciferase, luminescence, 24 h; GLP-1R form is constitutively active | Potency, µM (top dose mostly 38.3 µM), without a hit: top-dose activity change, negative = inhibition, usual class: inhibitors | 410,000 tested, 1.6% active; also: potency is read from the fitted curve at half-maximal effect; % is scaled to controls: 0 for no effect and ±100 for the full control effect; nearly all actives have a fitted effect of over 55% in size
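HEK293 cells stably co-expressing a cAMP-responsive luciferase reporter and constitutively active GLP-1R were seeded, incubated 12 h, then exposed to compounds for 24 h at 37 C. Luminescence was read 12 min after detection reagent; inverse agonists lower signal.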
PTHR1 agonist: agonists of human PTHR1 parathyroid hormone receptor. Q03431. HEK293 GP2 PTHR1 cells, GloSensor cAMP luminescence, 1 h. Potency, µM (highest dose often 115 µM), for the others: at the top dose activation, hits mostly activators. 410,000 tested, 0.075% active. AID 743266; also: potency is read from the fitted curve at half-maximal effect; nearly all actives have a fitted effect of over 55% in size; some results filed as inactive show a strong effect at the top dose; inactives centre near -15; many of its hits are not listed in these tables
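HEK-293-derived GP2 cells expressing PTHR1 and a GloSensor cAMP reporter, 3,000/well, plated overnight, given luciferin plus IBMX (each 0.5 mM as added) for 1 h at 37 °C, then compound for 1 h at 37 °C. Luminescence was read after 15 min at room temperature.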
PLK1 PBD block: inhibitors of human PLK1 polo-box domain binding. Plk1 PBD binding of FITC phosphopeptide, fluorescence polarization. 360,000 tested, 2.8% active. Potency, µM, for the others: max response, negative = inhibition, usual class: inhibitors. P53350; also: potency is read from the fitted curve at half-maximal effect; series mostly up to about 57 µM; % is scaled to controls: 0 for no effect and ±100 for the full control effect; nearly all actives have a fitted effect of over 65% in size
EPAC1 ag: EPAC1 (human) agonism | EPAC1 agonist qHTS, biochemical assay; response scale: 100% = response to 6.5 mM cAMP | Potency, µM (top dose mostly 154 µM), without a hit: at the highest dose activation, most hits filed as activators | 360,000 tested, 0.073% active; also: potency is read from the fitted curve at half-maximal effect; nearly all actives have a fitted effect of over 60% in size
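EPAC1 100 nM, Rap1B–BODIPY-GDP 250 nM, unlabeled GDP 50 uM; compound titration; 5 min RT; kinetic read ex480/em540 at 5-min intervals ×30 min; data normalized to 6.5 mM cAMP agonist control.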
PI5P4K alpha inh: blocks human PI5P4K alpha kinase activity; PI5P4Kalpha enzyme, ADP-Glo luminescence, 60 min; hits give low values; max response, %; 330,000 tested, 1.2% active; AID 652105; active = max response of -50% or lower; inconclusive = between -30% and -50%; inactive = -30% or higher; also: value at the top dose of about 77 µM; % is scaled to controls: 0 for no effect and ±100 for the full control effect
Target sequence (P48426 whole entry, looked up): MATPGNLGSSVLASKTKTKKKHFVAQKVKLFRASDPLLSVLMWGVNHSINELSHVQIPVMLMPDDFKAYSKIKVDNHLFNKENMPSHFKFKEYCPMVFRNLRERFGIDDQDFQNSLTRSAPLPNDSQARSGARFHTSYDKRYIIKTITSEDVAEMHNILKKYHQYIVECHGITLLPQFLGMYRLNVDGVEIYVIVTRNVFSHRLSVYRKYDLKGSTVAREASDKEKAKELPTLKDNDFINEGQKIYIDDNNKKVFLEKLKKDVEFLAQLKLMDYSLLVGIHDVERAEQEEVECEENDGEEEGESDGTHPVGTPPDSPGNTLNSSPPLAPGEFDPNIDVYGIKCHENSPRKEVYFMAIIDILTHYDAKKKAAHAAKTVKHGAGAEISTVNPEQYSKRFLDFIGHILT
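ADP-Glo luminescence end-point after a 60 min room-temperature kinase reaction. PI5P4Kalpha and substrate in HEPES pH 7.4 buffer with EGTA, 0.1% CHAPS and 5% DMSO; ATP at 5 microM final.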
* = called active by the depositor; i = inactive; u = inconclusive; x = no result given; & = joins results of further samples; [ ] = remark or other dose. Unless noted, calls follow the shape of the dose curve; as a rule, active = well fitted curve in the direction sought with a large enough effect; inconclusive = small, poorly fitted or top-dose-only effect, or another doubt; inactive = no such curve, though single readings can be large; an effect the other way counts as inactive or inconclusive. Some of the compounds tested; the hit share may differ from the screen's.

Screens by letter – A = IL-2 act; B = GLP1R cytotox; C = EPAC1 antagonist; D = GLP-1R agonist; E = GLP1R inv ag; F = PTHR1 agonist; G = PLK1 PBD block; H = EPAC1 ag; I = PI5P4K alpha inh
O=C(CNC(=O)c1ccc(Cl)cc1)OCc1nc2ccccc2s1
  A = 0.0; B = 3%; C = 4%; D = 7%; E = -12%; F = i; G = -3%; H = 4%; I = 1

COc1ccc(C(=O)Nc2c(N)nc(SCC(=O)NCC3CCCO3)[nH]c2=O)cc1OC (stereo not given)
  A = 0.2; B = 12%; C = -5%; D = 0%; E = 20%; F = i; G = -2%; H = 8%; I = 2

COc1ncccc1-c1nnn(-c2ccc(F)cc2)n1
  A = -0.2; B = 6%; C = -3%; D = 26%; E = 11%; F = -13%; G = -7%; H = 2%; I = 0

O=C(O)CCCC(=O)NCCCCc1ccccc1
  A = -2.2; B = -3%; C = 14%; D = -6%; E = 3%; F = i; G = -6%; H = 8%; I = x

Cc1ccc(C2=NNC(=O)C(c3c[nH]c4ccccc34)C2)cc1 (stereo not given)
  A = -0.3; B = 3%; C = -15%; D = 12%; E = -24%; F = -9%; G = -1%; H = -6%; I = -6

O=C(NN1CCOCC1)c1ccc(Br)cc1
  A = 0.3; B = 12%; C = 11%; D = 5%; E = 25%; F = -25%; G = -10%; H = 5%; I = -5

CC(C)C(=O)N1CCC2(CC1)Oc1ccc(Cl)cc1C(=O)C21CC(c2cccnc2)=NO1 (stereo not given)
  A = 0.1; B = -25%; C = 8%; D = -10%; E = 2%; F = -33%; G = -13%; H = 5%; I = -3

C[N+]1(CC(O)COCC2COc3ccccc3O2)CCOCC1 (stereo not given)
  A = 0.8; B = 18%; C = -34%; D = -7%; E = -1%; F = -94%[inhibitor]; G = -16%; H = 2%; I = -3

Cc1cn(C2OC[C@@H](O)[C@@H]2CO)c(=O)[nH]c1=O (stereo not given in full)
  A = 0.4; B = 3%; C = 5%; D = 0%; E = 18%; F = i; G = -5%; H = 0%; I = -3

O=C(CSc1nc2ccccc2c(=O)n1-c1ccc(F)cc1F)c1c[nH]c2ccccc12
  A = -1.5; B = -2%; C = -29%; D = 0%; E = u; F = i; G = -5%; H = 20%; I = 1

CCC(=O)N1CCc2cc(Br)c(S(=O)(=O)CCC(=O)NCCc3ccccc3)cc21
  A = 0.4; B = 0%; C = 0%; D = 12%; E = 3%; F = -10%; G = -16%; H = 0%; I = -5

Cc1ccc(C(=O)CSc2nnc(Cn3nnc4ccccc43)n2C)cc1
  A = -1.9; B = -13%; C = -5%; D = 9%; E = -10%; F = -7%[57.5 µM]; G = -10%; H = 5%; I = x

CCN(CC)CCOC(=O)C(c1ccccc1)C1CCCCC1 (stereo not given)
  A = -0.7; B = -19%; C = -5%; D = -2%&9%; E = u; F = -21%; G = -10%; H = -11%; I = -9

Cc1ccc(NCc2cccc(B(O)O)c2)cc1
  A = -0.3; B = 2%; C = -8%; D = 15%; E = 4%; F = -25%; G = -19%; H = -17%; I = 1

O=C(O)C1CC1C(=O)N1CCN(c2ccc(Cl)c(Cl)c2)CC1 (stereo not given)
  A = -3.4; B = -5%; C = 6%; D = -13%; E = -6%; F = i; G = -9%; H = -2%; I = -5

CCCNC(=O)c1ccc2c(c1)N=C(CCC)c1ccccc1S2
  A = x; B = u; C = x; D = -3%; E = u; F = -37%[inhibitor]; G = x; H = x; I = x

CC(CN1CCCCC1)OC(=O)C1c2ccccc2Oc2ccccc21 (stereo not given)
  A = -1.0; B = -5%; C = 11%; D = 6%; E = 3%; F = -21%; G = 1%; H = 1%; I = -2

COc1cc(OC)cc(-c2sc3ccc(OC)cc3c2-c2ccc3cc[nH]c3c2)c1
  A = 1.4; B = -5%; C = -18%; D = -1%; E = u; F = -15%; G = -1%; H = 14%; I = 40

CC(C)N1C(=O)CCC1C(=O)NCc1ccccc1Cl (stereo not given)
  A = 1.1; B = -9%; C = u; D = -3%; E = 15%; F = i; G = -8%; H = -6%; I = -4

COc1ccc(CN(CCCN2CCOCC2)C(=O)Nc2cccc(Cl)c2)cc1OC
  A = 0.4; B = -18%; C = -3%; D = 2%; E = u; F = i; G = -4%; H = -6%; I = 1

Cc1ccc(NNC(=O)C2CCC2)cc1C
  A = 0.6; B = -6%; C = 5%; D = 0%; E = 6.3µM*; F = i; G = 0%; H = 1%; I = -5

CC(C)(C)OC(=O)C[C@H]1C/C=C\C[C@@H](CC(=O)N[C@H](CO)Cc2ccccc2)C(=O)NC[C@H](c2ccccc2)OC1=O
  A = -0.1; B = u; C = -3%; D = -1%; E = -13%; F = -19%; G = -1%; H = -5%; I = 3

CCN(CC(=O)NCc1ccc(Cl)cc1)C(=O)CCc1ccccc1
  A = -0.1; B = 2%; C = -27%; D = 12%; E = u; F = i; G = -12%; H = 13%; I = 3

An excerpt of these results, as tab-separated lines:
structure	IL-2 act	GLP1R cytotox	EPAC1 antagonist	GLP-1R agonist	GLP1R inv ag	PTHR1 agonist	PLK1 PBD block	EPAC1 ag	PI5P4K alpha inh
CC(CN1CCCCC1)OC(=O)C1c2ccccc2Oc2ccccc21 (stereo not given)	-1.0	-5%	11%	6%	3%	-21%	1%	1%	-2
COc1cc(OC)cc(-c2sc3ccc(OC)cc3c2-c2ccc3cc[nH]c3c2)c1	1.4	-5%	-18%	-1%	u	-15%	-1%	14%	40
CCC(=O)N1CCc2cc(Br)c(S(=O)(=O)CCC(=O)NCCc3ccccc3)cc21	0.4	0%	0%	12%	3%	-10%	-16%	0%	-5
Cc1ccc(NCc2cccc(B(O)O)c2)cc1	-0.3	2%	-8%	15%	4%	-25%	-19%	-17%	1
O=C(NN1CCOCC1)c1ccc(Br)cc1	0.3	12%	11%	5%	25%	-25%	-10%	5%	-5
COc1ncccc1-c1nnn(-c2ccc(F)cc2)n1	-0.2	6%	-3%	26%	11%	-13%	-7%	2%	0

In the list so far, these contain bromine.
Screens by letter – A = IL-2 act; B = GLP1R cytotox; C = EPAC1 antagonist; D = GLP-1R agonist; E = GLP1R inv ag; F = PTHR1 agonist; G = PLK1 PBD block; H = EPAC1 ag; I = PI5P4K alpha inh
O=C(NN1CCOCC1)c1ccc(Br)cc1
  A = 0.3; B = 12%; C = 11%; D = 5%; E = 25%; F = -25%; G = -10%; H = 5%; I = -5

CCC(=O)N1CCc2cc(Br)c(S(=O)(=O)CCC(=O)NCCc3ccccc3)cc21
  A = 0.4; B = 0%; C = 0%; D = 12%; E = 3%; F = -10%; G = -16%; H = 0%; I = -5

Screening results deposited in PubChem by National Center for Advancing Translational Sciences (NCATS).
